EPAC2 ag = EPAC2 (human) agonism; AID 720711; EPAC2 activation, biochemical qHTS; response scale: 100% = 6.5 mM cAMP response; 360,000 compounds, 0.079% hits; Potency, µM (titrated, usually from 154 µM), without a hit: at the top dose activation, usual class: activators; further: potency means the concentration at half of the fitted maximal effect; nearly all actives have a fitted effect of over 50% in size
Target sequence (Q8WZA2 whole entry, looked up): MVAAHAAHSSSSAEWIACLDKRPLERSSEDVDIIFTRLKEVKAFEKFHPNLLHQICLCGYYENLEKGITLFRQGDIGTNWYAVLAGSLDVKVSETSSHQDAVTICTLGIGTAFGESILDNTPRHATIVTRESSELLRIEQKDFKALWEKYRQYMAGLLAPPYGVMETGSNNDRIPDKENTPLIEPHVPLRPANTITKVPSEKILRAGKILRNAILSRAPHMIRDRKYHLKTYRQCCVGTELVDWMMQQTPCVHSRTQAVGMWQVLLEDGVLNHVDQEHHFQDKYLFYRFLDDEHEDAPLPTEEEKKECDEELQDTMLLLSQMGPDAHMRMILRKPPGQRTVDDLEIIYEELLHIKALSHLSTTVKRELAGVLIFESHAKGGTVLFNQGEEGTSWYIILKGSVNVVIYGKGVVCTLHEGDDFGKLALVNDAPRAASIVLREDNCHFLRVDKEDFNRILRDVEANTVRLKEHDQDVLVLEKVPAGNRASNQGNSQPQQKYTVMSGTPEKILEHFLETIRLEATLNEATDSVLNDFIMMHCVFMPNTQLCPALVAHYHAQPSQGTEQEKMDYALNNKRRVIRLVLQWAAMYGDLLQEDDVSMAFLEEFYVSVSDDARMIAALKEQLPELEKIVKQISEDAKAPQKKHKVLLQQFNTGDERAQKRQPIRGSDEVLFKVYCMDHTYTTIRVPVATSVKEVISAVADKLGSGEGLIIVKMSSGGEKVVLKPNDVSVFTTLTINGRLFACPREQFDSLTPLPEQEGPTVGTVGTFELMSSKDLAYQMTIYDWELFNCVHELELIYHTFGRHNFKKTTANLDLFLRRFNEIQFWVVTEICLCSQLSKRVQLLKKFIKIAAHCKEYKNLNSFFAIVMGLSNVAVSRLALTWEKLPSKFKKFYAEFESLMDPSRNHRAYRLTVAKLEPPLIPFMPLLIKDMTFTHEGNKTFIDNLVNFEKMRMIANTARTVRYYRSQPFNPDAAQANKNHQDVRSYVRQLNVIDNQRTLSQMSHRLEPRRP
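Compounds were titrated in qHTS against a Rap1B-BODIPY-GDP (250 nM) complex with EPAC2 (100 nM) and GDP (50 uM). BODIPY-GDP release tracked at 480/540 nm over 30 min at room temperature, normalized to 6.5 mM cAMP.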
IL2 activator = IL-2 activation. IL-2 activation reporter assay, cell-based qHTS; stimulated with anti-CD3/CD4/CD28 beads; in transgenic mouse T cells. activation, % (series mostly up to about 46 µM). 360,000 compounds, 0.065% hits; in the data active means activation above about 50%; inconclusive means mostly about 30% to 49%; further: 0% is about no effect
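EGFP and DsRed fluorescence is measured by plate cytometry in unstimulated transgenic mouse T cells exposed to compound for 60 minutes, then stimulated 18 hours at 37 degrees C with anti-CD3/anti-CD4 beads plus anti-CD28.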
A549 viability = kills or reduces viability of A549 cells in Nrf2 counter-screen | A549 ARE-Fluc cells, CellTiter-Fluor viability, 18-24 h | Potency, µM (titrated, usually from 46 µM), without a hit: top-dose activity change, negative = cytotoxicity, most hits filed as inhibitors | 390,000 compounds, 0.16% hits | AID 504648; further: potency means the concentration at half of the fitted maximal effect; on the % scale 0 is the no-effect control and ±100 the full control effect
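A549 ARE_Fluc cells in 5% FBS OPTI-MEM were exposed to compounds in concentration-response for 18-24 h at 37 deg C. Viability was read by CellTiter-Fluor fluorescence (Ex 405/Em 525) after 30 min, before the luciferase read.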
HepG2 viability = HepG2 cytotoxicity, counter-screen for TGF-b inhibitors; HepG2 CAGA-GFP viability, ATP luminescence, 18 h; Potency, µM (titrated, usually from 46.1 µM), for inactives: at the top dose activity change, negative = cytotoxicity, most hits filed as cytotoxic; 410,000 compounds, 0.76% hits; AID 588856; further: potency means the concentration at half of the fitted maximal effect; some results filed as inactive show a strong effect at the top dose
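CellTiter-Glo luminescence gave cytotoxicity after 18 hours at 37 degrees C. The cells were HepG2 CAGA-GFP in 1% FBS DMEM, stimulated with 500 pg/mL TGF-beta after compound addition. %Activity was normalised to no-cell wells (complete cell-killing) and DMSO (no toxicity), and curves were fitted and classified.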
ATXN2 expr inh = inhibitors of ATXN2 expression; HEK-293 ATXN2-luciferase reporter, luminescence, 24 h; Potency, µM (series often up to 57 µM), for inactives: at the top dose activity change, negative = inhibition, actives largely listed as inhibitors; 360,000 compounds, 0.72% hits; further: potency means the concentration at half of the fitted maximal effect; on the % scale 0 is the no-effect control and ±100 the full control effect; nearly all actives have a fitted effect of over 55% in size
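qHTS (up to 57 uM final) was run with 24 h compound exposure of reporter cells at 37 °C. Each well was multiplexed: SteadyGlo luminescence measured ATXN2-luciferase expression after a fluorogenic Gly-Phe-AFC viability readout (25 uM final).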
Nrf2 block = inhibitors of Nrf2 signaling; A549 ARE-Fluc reporter, luciferase luminescence, 18-24 h; Potency, µM (top dose mostly 46 µM), inactives show at the top dose activity change, negative = inhibition, most hits filed as inhibitors; 360,000 compounds, 2.1% hits; AID 504444; further: potency means the concentration at half of the fitted maximal effect; on the % scale 0 is the no-effect control and ±100 the full control effect; nearly all actives have a fitted effect of over 60% in size
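In this cell-based qHTS, ARE-driven firefly luciferase in A549 cells reports Nrf2 activity; the luminescent signal after BugLite lysis is the measured value, with a prior CellTiter-Fluor read for cell health.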
ATXN viability = viability counter-screen for ATXN expression inhibitors; AID 651635; S2 cells (HEK-293 line with an ATXN2-luciferase reporter) viability, CellTiter-Fluor protease fluorescence, 24 h; Potency, µM (top dose mostly 56.7 µM), hits mostly cytotoxic; 400,000 compounds, 0.49% hits; further: potency means the concentration at half of the fitted maximal effect; nearly all actives have a fitted effect of over 40% in size
Nrf2 activator = Nrf2 pathway activation | Potency, µM (doses to about 46.1 µM), for inactives: at the highest dose activation, usual class: activators | AREc32 ARE-luciferase reporter (MCF7-derived line), luminescence, 24 h | 410,000 compounds, 0.31% hits; further: potency means the concentration at half of the fitted maximal effect; % of control where 0% means no effect; nearly all actives have a fitted effect of over 65% in size
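ARE-driven firefly luciferase activity in AREc32 cells measured after a 24 hr compound exposure at 37 deg C, using Steady-Glo reagent and a 30 min room-temperature hold.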
TGFb inhibitor = inhibitors of TGF-b signaling; AID 588855; Potency, µM (doses to about 46.1 µM), without a hit: top-dose activity, negative = inhibition, hits mostly inhibitors; HepG2 CAGA-GFP TGF-b/SMAD3 reporter, GFP fluorescence, 18 h; TGF-beta stimulated, 500 pg/mL final; 410,000 compounds, 1.2% hits; further: potency means the concentration at half of the fitted maximal effect; on the % scale 0 is the no-effect control and ±100 the full control effect; nearly all actives have a fitted effect of over 65% in size
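HEPG2 CAGA-GFP reporter cells (1000/well, DMEM with 1% FBS) received compounds, then recombinant TGF-beta at 500 pg/mL final for 18 hours at 37 degrees C. Per-cell GFP summed per well was normalised to unstimulated and stimulated DMSO controls before curve fitting.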
Active calls of the source: *; i = inactive; ? = inconclusive; / = not tested or not shown; [ ] = another dose, or the depositor's remark. Unless noted, the call rests on the fitted dose curve; in most records, active means well fitted curve in the direction sought with a large enough effect; inconclusive means small, poorly fitted or top-dose-only effect, or another doubt; inactive means no such curve, though single readings can be large; an effect the other way counts as inactive or inconclusive.

1	COc1ccc(-c2cc(NC=O)c3ncc(-c4cccc(C(=O)NCCN(C)C)c4)n3c2)cc1
2	Cc1nnc(NC(=O)C(C)Sc2nnc(-c3ccco3)n2C(C)C)s1 (configuration not stated)
3	Cn1c(C(=O)NCc2cccs2)cc2oc3ccccc3c21
4	NS(=O)(=O)c1ccc(NCc2cnc3ccccc3n2)cc1
5	O=C(Nc1cccnc1)c1cc2nc(C3CC3)cc(C(F)(F)F)n2n1
6	O=C(NCc1ccc(F)cc1)c1cccnc1C(=O)O
7	COc1ccc(-c2c(C#N)c(SCC(=O)Nc3ccc(C)c(C)c3)nc(C)c2C(=O)Nc2ccccc2)cc1OC
8	CCC(C)N(C(=O)Cn1nnc(-c2ccc(F)cc2)n1)C1CCS(=O)(=O)C1 (configuration not stated)

Assay by compound,1,2,3,4,5,6,7,8
EPAC2 ag,5%,-4%,18%,-1%,10%,6%,/,-5%
IL2 activator,-0.5,-0.8,-1.1,-1.3,-0.6,-3.0,/,-2.3
A549 viability,/,1%,0%,/,1%,-1%,-3%,0%
HepG2 viability,-25%,3%,-21%,-2%,-7%,-3%,-3%,3%
ATXN2 expr inh,?,-3%,65%[activator],/,14%,-8%,9%,-4%
Nrf2 block,/,-6%,?,/,?,?,1%,-6%
ATXN viability,i,i,i,i,i,i,i,i
Nrf2 activator,8.9%,-0.6%,5.0%,0.4%,3.0%,-0.6%,-0.6%,-0.1%
TGFb inhibitor,?,19%,0%,2%,7%,3%,-3%,2%

9	CC1(C)CC(=O)C(N=Nc2ccc(S(=O)(=O)N3CCCCCC3)cc2)=C(O)C1
10	Cc1cc2n(n1)CCCN2C(=O)Nc1cccc(C)c1C
11	Cc1ccc(NC(=O)COC(=O)c2ccc3c(c2)OCO3)cc1S(=O)(=O)N1CCCCC1
12	COc1cccc(Nc2nc(C(N)Cc3ccccc3)cs2)n1 (configuration not stated)
13	COc1ccc(OC(C)C(=O)NCc2nc(-c3ccc(Cl)cc3)no2)cc1 (configuration not stated)
14	O=C1c2ccccc2C(=O)N1CCc1nn[nH]n1
15	COc1ccc(-c2n[nH]c(C)c2-c2cc(OC)ccc2O)cc1
16	Cc1c(CN(C)Cc2cn(C)nc2-c2ccccc2F)[nH]c2ccccc12

Assay by compound,9,10,11,12,13,14,15,16
EPAC2 ag,1%,/,16%,11%,/,3%,-1%,11%
IL2 activator,-0.6,/,-0.3,-0.1,/,-0.9,-0.7,-4.6
A549 viability,-2%,13%,-2%,/,2%,-7%,-23%,-6%
HepG2 viability,-5%,1%,-6%,-95%,-19%,-3%,4%,-26%
ATXN2 expr inh,-25%,-3%,-4%,?,?,-4%,2%,0%
Nrf2 block,5%,?,-29%,/,?,3%,-23%,2%
ATXN viability,i,i,i,?,i,i,i,?
Nrf2 activator,0.7%,-0.8%,2.6%,-0.7%,0.6%,0.3%,-0.7%,6.1%
TGFb inhibitor,-2%,-5%,-11%,11µM*,?,-17%,13%,?

Entries by screen from above.
Nrf2 block, entries 2 to 9 → -6%, ?, /, ?, ?, 1%, -6%, 5%
EPAC2 ag, entries 2 to 9 → -4%, 18%, -1%, 10%, 6%, /, -5%, 1%
ATXN viability, entries 2 to 9 → i, i, i, i, i, i, i, i

Sorted by length of the SMILES (highest first): some entries from above.
11	Cc1ccc(NC(=O)COC(=O)c2ccc3c(c2)OCO3)cc1S(=O)(=O)N1CCCCC1
9	CC1(C)CC(=O)C(N=Nc2ccc(S(=O)(=O)N3CCCCCC3)cc2)=C(O)C1
13	COc1ccc(OC(C)C(=O)NCc2nc(-c3ccc(Cl)cc3)no2)cc1 (configuration not stated)

Assay by compound,11,9,13
EPAC2 ag,16%,1%,/
IL2 activator,-0.3,-0.6,/
A549 viability,-2%,-2%,2%
HepG2 viability,-6%,-5%,-19%
ATXN2 expr inh,-4%,-25%,?
Nrf2 block,-29%,5%,?
ATXN viability,i,i,i
Nrf2 activator,2.6%,0.7%,0.6%
TGFb inhibitor,-11%,-2%,?

Additional entries.
17	O=C(NC1(C(F)(F)F)NC(=O)N(c2ccccc2F)C1=O)c1ccncc1 (configuration not stated)
18	CCc1nc2c(OCCOc3ccc(F)cc3)cccn2c1N(C)C(=O)c1ccc(C)cc1
19	Cc1noc(C)c1S(=O)(=O)Nc1c(C)n(C)n(-c2ccccc2)c1=O
20	CN1C(C(=O)NCc2ccco2)=CC(c2ccc(F)cc2)=NS1(=O)=O
21	O=C(N/N=C1/CCS(=O)(=O)c2ccc(F)cc21)c1ccccn1
22	CCNC(=O)COC(=O)c1ccc(NS(=O)(=O)c2ccc3c(c2)OCCO3)cc1
23	COc1ccc(NC(=O)COC(=O)CNC(=O)c2cccs2)cc1Cl
24	COc1ccc(C(=O)N(CN2CCCC2=O)c2nccs2)cc1OC

Assay by compound,17,18,19,20,21,22,23,24
EPAC2 ag,-1%,10%,4%,16%,0%,13%,6%,4%
IL2 activator,2.3,-0.3,-0.2,-0.7,0.1,0.6,2.4,-1.7
A549 viability,0%,/,-7%,-5%,1%,1%,-3%,8%
HepG2 viability,-3%,-28%,1%,-4%,-5%,-7%,-1%,-11%
ATXN2 expr inh,0%,?,1%,/,15%[11.3 µM],-10%,0%,/
Nrf2 block,8%,/,-13%,23%,13%,-25%,21%,-23%
ATXN viability,i,i,i,i,i,i,i,/
Nrf2 activator,0.5%,2.9%,0.0%,-0.2%,2.0%,0.3%,0.3%,2.8%
TGFb inhibitor,-1%,?,0%,2%,1%,?,-12%,-2%

25	OC(COc1cccc2ccccc12)CN1CCN(c2ccccn2)CC1 (configuration not stated)
26	CCOc1ccc(CCNC(=O)CSc2nc3ccccc3nc2Cc2ccc(C)cc2)cc1OCC
27	COc1ccc(Cl)cc1NC(=O)NC(C)C
28	CN1C(=O)c2ccc(NC(=O)C3CC3)cc2C1=O
29	COc1ccc(-c2noc(-c3ccc(Br)o3)n2)cc1OC
30	CCOC(=O)c1cc(-c2ccccc2)n(-c2cccc(C(=O)Nc3cccc(F)c3)c2)c1C
31	C=CCn1c(=O)c2ccccc2n2c(SCc3cc(=O)n4ccsc4n3)nnc12
32	CC(c1ccccc1)N1CNc2c(c(=O)n(C)c(=O)n2C)C1 (configuration not stated)

Assay by compound,25,26,27,28,29,30,31,32
EPAC2 ag,-9%,/,7%,-5%,-6%,/,3%,1%
IL2 activator,-1.7,/,0.4,-0.3,-0.8,/,-3.6,0.6
A549 viability,3%,2%,-6%,2%,-4%,-14%,6%,-1%
HepG2 viability,-9%,13%,-1%,9%,4%,-36%,7%,-3%
ATXN2 expr inh,6%,3%,/,5%,18%,/,5%,3%
Nrf2 block,2%,-3%[9.27 µM],-9%,2%,-9%,/,/,1%
ATXN viability,i,i,i,i,i,/,i,i
Nrf2 activator,2.1%,-0.7%,2.7%,-0.9%,0.4%,3.9%,0.2%,0.6%
TGFb inhibitor,?,22%,1%,2%,5%,?,?,?

33	COc1ccccc1NC(=O)c1oc2ccccc2c1NC(=O)C1CCCCC1
34	O=C(c1cc(-c2cccc(O)c2)on1)N1CCOCC1
35	O=c1cc(CN2CCCC2)c2c(ccc3ccccc32)o1
36	O=C(COc1ccccc1-c1ccccc1)NN=C1CCCC1
37	CCSc1ncc(Cl)c(C(=O)N(Cc2ccc(N(C)C)cc2)C2CCS(=O)(=O)C2)n1 (configuration not stated)
38	O=C1C(Cl)=C(Oc2ccccc2)C(=O)c2ccccc21
39	Cc1ccc(-n2cnc(N)c2C(=O)c2cccc([N+](=O)[O-])c2)cc1
40	CC1CN(C(=O)c2ccc(CNS(=O)(=O)c3cccc(Cl)c3)cc2)CC(C)O1 (configuration not stated)

Assay by compound,33,34,35,36,37,38,39,40
EPAC2 ag,/,10%,5%,-4%,20%,15%,0%,-7%
IL2 activator,/,-2.8,1.2,-2.4,-4.1,1.2,-1.5,-4.7
A549 viability,-2%,4%,/,-4%,3%,-5%,2%,-4%
HepG2 viability,-4%,-4%,-9%,-32%,-55%,-84%,-3%,5%
ATXN2 expr inh,14%,-23%,4%,/,4%,?,-17%,-5%
Nrf2 block,-15%,?,/,5%,0%,?,?,-13%
ATXN viability,i,i,i,i,i,i,i,i
Nrf2 activator,1.1%,-3.3%,9.7%,-1.0%,2.9%,-3.1%,0.0%,-0.4%
TGFb inhibitor,9%,2%,-10%,?,2%,?,15%,-1%

41	O=C(CCc1ccccc1)NC(=S)Nc1cccc(C(=O)O)c1
42	CC1Oc2ccccc2C=C1/C=N/Nc1ccc(C(=O)O)cc1 (configuration not stated)
43	COc1ccc(C(=O)OCC(=O)NCC2CCCO2)c(F)c1 (configuration not stated)
44	COc1cc(C)c(NC(=S)NCCCN2CCOCC2)cc1OC
45	Cc1c(S(=O)(=O)N2CCCCC2)c(=O)n(C)c(=O)n1C
46	CCC(C)NC(=O)c1sc2nc3n(c(=O)c2c1C)CCC3 (configuration not stated)
47	Cc1cc(-c2nn3c(C)nnc3s2)ccc1NC(=O)C(C)(C)C

Assay by compound,41,42,43,44,45,46,47
EPAC2 ag,5%,-3%,1%,-1%,6%,/,-7%
IL2 activator,-1.8,0.0,0.7,0.3,0.9,/,1.6
A549 viability,-1%,?,-3%,0%,0%,0%,-9%
HepG2 viability,1%,-3%,-7%,-3%,-3%,-5%,-5%
ATXN2 expr inh,10%,35%[activator],/,-38%,20%,/,?
Nrf2 block,?,?,0%,-11%,6%,-16%,?
ATXN viability,i,i,i,i,i,/,i
Nrf2 activator,-1.6%,-0.4%,0.4%,-0.3%,0.2%,-1.1%,0.2%
TGFb inhibitor,-6%,-1%,10%,-2%,0%,?,-5%
